CHT block = inhibitors of human choline transporter CHT | B-score at 10 µM | High affinity choline transporter 1 (Homo sapiens), Q9GZV3 | CHT-expressing cells, membrane potential dye, choline response; active compounds read low | AID 488975, 2010 | 310,000 compounds, 0.86% hits;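 active means B-score over 3 SD under the library average, and starting fluorescence ratio not unusually high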;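 further: choline stimulus applied at its EC90 after an EC20 pre-addition; B-score computed on integrated fluorescence ratio after choline addition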
Target sequence (Q9GZV3 whole entry, looked up): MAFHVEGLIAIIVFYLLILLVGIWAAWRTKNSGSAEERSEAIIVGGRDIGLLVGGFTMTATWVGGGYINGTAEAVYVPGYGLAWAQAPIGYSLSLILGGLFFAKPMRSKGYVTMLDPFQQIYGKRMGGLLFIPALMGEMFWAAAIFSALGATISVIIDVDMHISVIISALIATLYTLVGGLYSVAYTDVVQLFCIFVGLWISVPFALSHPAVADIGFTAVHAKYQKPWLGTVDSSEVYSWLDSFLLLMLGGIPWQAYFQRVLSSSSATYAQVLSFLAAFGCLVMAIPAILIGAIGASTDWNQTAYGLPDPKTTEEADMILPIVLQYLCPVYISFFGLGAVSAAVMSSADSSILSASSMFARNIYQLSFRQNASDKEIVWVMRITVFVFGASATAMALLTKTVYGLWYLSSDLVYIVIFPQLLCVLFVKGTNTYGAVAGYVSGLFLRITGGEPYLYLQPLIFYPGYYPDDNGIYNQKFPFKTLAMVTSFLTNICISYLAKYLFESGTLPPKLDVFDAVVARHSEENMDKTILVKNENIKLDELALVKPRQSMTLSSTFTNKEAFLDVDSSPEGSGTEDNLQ
Kir21 inh = inhibitors of mouse Kir2.1 inward-rectifier potassium channel; Inward rectifier potassium channel 2 (Mus musculus), P35561; HEK293-Kir2.1, FluxOR thallium flux fluorescence; active compounds read low; B-score at 10 µM; 310,000 compounds, 0.85% hits; AID 1672, 2009;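 active means fluorescence ratio B-score at or below minus 3 SD of library scores, with starting-brightness B-score within 2 SD, cut at about -4.2 in these data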;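 further: channel flux triggered by added potassium and thallium sulfate stimulus; B-score of peak minus minimum fluorescence over baseline after thallium stimulus; more negative B-score means stronger Kir2.1 block with less thallium influx; some compounds called inactive have numbers as strong as hits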
Target sequence (P35561 whole entry, looked up): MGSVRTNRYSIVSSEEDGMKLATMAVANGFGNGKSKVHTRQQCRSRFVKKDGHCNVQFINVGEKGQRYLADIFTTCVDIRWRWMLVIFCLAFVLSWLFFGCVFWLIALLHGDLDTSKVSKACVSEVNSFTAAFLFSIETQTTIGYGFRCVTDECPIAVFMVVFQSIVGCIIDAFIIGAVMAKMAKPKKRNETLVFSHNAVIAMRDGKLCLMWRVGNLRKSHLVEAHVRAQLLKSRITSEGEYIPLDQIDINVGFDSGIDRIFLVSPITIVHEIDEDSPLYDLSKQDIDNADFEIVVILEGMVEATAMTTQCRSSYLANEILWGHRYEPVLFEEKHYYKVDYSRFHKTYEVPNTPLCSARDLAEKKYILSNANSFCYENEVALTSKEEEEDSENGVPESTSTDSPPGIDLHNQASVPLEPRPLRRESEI
The depositor's hits bear a star; i = inactive; x = not tested or not shown.

Order of values: Kir21 inh	CHT block
(1) CNC(=O)C1=C(C)NC(=S)NC1c1cc2c(cc1OC)CCCC2 (stereo not given)
  0.07	i
(2) CCn1c(-c2cc(-c3ccc(C)c(C)c3)nc3ccccc23)n[nH]c1=S
  1.18	i
(3) Cc1ccc(S(=O)(=O)N2CCC(C(=O)N[C@@H](Cc3ccccc3)C(=O)O)CC2)cc1
  2.09	i
(4) O=C1C2C3C=CC(C3)C2C(=O)N1Cc1ccc(CN2C(=O)C3C4C=CC(C4)C3C2=O)cc1 (stereo not given)
  -1.15	i
(5) COc1ccc(C2CC(=O)C3=C(C2)Nc2ccccc2N(C(=O)CCC(=O)O)C3c2ccc(F)cc2)cc1OC (stereo not given)
  0.95	i
(6) CCOc1cc(NC(=S)Nc2cccc(OC)c2)c(OCC)cc1NC(=O)C(C)C
  0.24	i
(7) CCN(CC)c1ccc(CNCc2cccs2)cc1
  -2.14	i
(8) O=C(CN(C(=O)Cn1nnc(-c2ccc(F)cc2)n1)c1cnc2ccccc2c1)NCC1CCCO1 (stereo not given)
  2.38	i
(9) COc1ccc(-c2nnc3ccc(SCC(=O)Nc4nc5ccc(C)cc5s4)nn23)cc1OC
  0.03	i
(10) Cn1c(=O)c(=O)n(C)c2cc(S(=O)(=O)N3CCN(c4ccccc4F)CC3)ccc21
  0.27	i
(11) Nc1cccc(-c2nc3ncccc3o2)c1
  -0.04	i
(12) Cc1ccc(NC(=O)CN2CCCC2)c2c1CC(C)(C)O2
  0.29	i
(13) O=C(NCCc1ccccc1)C(=O)NCCC1CCCCN1S(=O)(=O)c1cccs1 (stereo not given)
  -0.87	i
(14) CC1CCN(c2cc(N3CCN(C(=O)c4ccc(F)c(F)c4)CC3)c([N+](=O)[O-])cc2F)CC1
  -0.56	i
(15) CCCn1c(=O)c2c(nc3n2CCS3)n(C)c1=O
  -2.55	i
(16) Cc1ccc(NC(=O)CCS(=O)(=O)c2ccc3c(c2)NC(=O)C(C)S3)nc1 (stereo not given)
  -0.66	i
(17) CC1=NNC(=O)C1CC(=O)N/N=C/c1cccs1 (stereo not given)
  -0.07	i
(18) COc1ccc(-c2noc(C3CCCN(S(=O)(=O)c4ccc(C)c(Cl)c4)C3)n2)cc1OC (stereo not given)
  1.7	i
(19) N#CCOc1nc(N2CCOCC2)nc(N2CCOCC2)n1
  1.52	i
(20) O=C(NCc1nnc(SCC(=O)N2CCCC2)o1)c1ccc(F)cc1
  1.17	i

Quoted at random: 4 records from the list
Order of values: Kir21 inh	CHT block
(3) Cc1ccc(S(=O)(=O)N2CCC(C(=O)N[C@@H](Cc3ccccc3)C(=O)O)CC2)cc1
  2.09	i
(18) COc1ccc(-c2noc(C3CCCN(S(=O)(=O)c4ccc(C)c(Cl)c4)C3)n2)cc1OC (stereo not given)
  1.7	i
(13) O=C(NCCc1ccccc1)C(=O)NCCC1CCCCN1S(=O)(=O)c1cccs1 (stereo not given)
  -0.87	i
(11) Nc1cccc(-c2nc3ncccc3o2)c1
  -0.04	i

Further entries
Order of values: Kir21 inh	CHT block
(21) CCOC(=O)Cn1cc(/C=C/[N+](=O)[O-])c2ccccc21
  1.98	i
(22) CCS(=O)(=O)c1nc(S(=O)(=O)c2ccc(C)cc2)c(N2CCC(C)CC2)s1
  0.86	i
(23) Cc1ccccc1-c1nc(CS(=O)(=O)CC(=O)NCCCN2CCCC2)c(C)o1
  -0.7	i
(24) O=C(c1ccccc1)N1CCN(C2c3cccc4cccc(c34)C2NS(=O)(=O)c2ccccc2)CC1 (stereo not given)
  -0.05	i
(25) CCOc1cc(/C=C/c2cccc[n+]2C)ccc1OCC(=O)Nc1ccc(C)cc1
  -0.6	i
(26) CCCn1cc(S(=O)(=O)c2ccc(OC)cc2)c(=O)c2cc(OC)ccc21
  0.45	i
(27) Cc1ccc(NC(=O)CCN2C(=O)c3cccc4cccc(c34)C2=O)cc1
  -0.08	i
(28) Clc1ccc(-c2csc3ncnc(NCCN4CCOCC4)c23)cc1
  -3.87	i
(29) O=C(NNC(=S)Nc1ccc(Cl)c(Cl)c1)c1ccccn1
  0.43	i
(30) CCCc1cc(C(=O)N(C)CC(=O)Nc2ccc(OCC)c(OCC)c2)sc1C
  -2.19	i
(31) COCC(=O)N1CCC(Oc2ccc(C(=O)NC3CCOC(C)(C)C3)cc2)CC1 (stereo not given)
  -0.76	i
(32) CN(C)CCCOc1nc2c(c(=O)n(C)c(=O)n2C)n1C
  1.58	i
(33) COc1cc(C(=O)Nc2nc(OC)c(-c3ccccc3)c(OC)n2)cc(OC)c1OC
  -0.11	i
(34) CCOC(=O)c1ccc(NC(=O)NCc2c(C)nn(CC)c2C)cc1
  1.09	i
(35) CCCCNC(=O)c1ccc(CS(=O)(=O)c2ccccc2OC)o1
  0.65	i
(36) O=S(=O)(NCc1ccc(C(F)(F)F)cc1)c1ccc(-n2cnnn2)cc1
  0.43	i
(37) CCN(CC)CCN(C(=O)c1cccc([N+](=O)[O-])c1)c1nc2ccc(OC)cc2s1
  1.71	i
(38) O=C1c2ccccc2C(=O)c2[nH]c(=O)[nH]c21
  0.82	i
(39) O=C(COc1ccccc1Br)NCc1ccco1
  1.6	i
(40) CCCn1c(C(O)c2ccc(C)cc2)nc2ccccc21 (stereo not given)
  -1.17	i
(41) CCC(C(=O)NC(C)(C)C)N(Cc1ccccc1Cl)C(=O)c1snc(C(N)=O)c1N (stereo not given)
  -1.24	i
(42) COC(=O)/C=C1/S/C(=N/NC(=O)c2ccc(Cl)cc2Cl)NC1=O
  2.32	i
(43) CSc1ncccc1C(=O)N1CCN(C(=O)c2ccccc2)CC1
  0	i
(44) CCCCCOC(=O)C1=C(C)NC(=O)NC1c1ccc(N(C)C)cc1 (stereo not given)
  0.35	i
(45) Cc1ccc(NC(=O)CSc2nnc(CNC(=O)c3ccco3)n2C)cc1
  -0.36	i
(46) CCOC(=O)c1nc(S(C)(=O)=O)ncc1N1CCOCC1
  0.1	i
(47) Cc1ccc(Cn2c(C(C)Nc3nc(-c4ccc(F)cc4)cs3)nc3cc(C(F)(F)F)ccc32)cc1 (stereo not given)
  0.77	i
(48) CCOC(=O)C1CCCN(C(=O)CCc2nnc(-c3ccc(C(C)=O)s3)o2)C1 (stereo not given)
  -1.23	i
(49) COc1ccc(C(=O)NCCc2nnc3ccc(SCC(=O)NCc4ccccc4)nn23)cc1
  0.06	i
(50) COc1cc(C)c(C(C)C)cc1S(=O)(=O)N1CCOCC1
  -2.67	i
(51) OCC[C@@H]1C[C@@H](O)[C@H](O)[C@@]2(Cc3ccccc3CCO2)O1
  -0.21	i
(52) CCOC(=O)N1CCN(C(=O)CN(c2ccc(C)cc2)S(=O)(=O)c2c(C)noc2C)CC1
  0.25	i
(53) O=C(NCCN1CCCCC1)Nc1ccc(F)cc1
  1.69	i
(54) CCN(CC)CCN1C(=O)C(O)=C(C(=O)c2cc3cccc(OC)c3o2)C1c1ccc(F)cc1 (stereo not given)
  1.16	i
(55) Nc1oc2ccccc2c1C(=O)Cc1ccccc1O[C@@H]1O[C@H](CO)[C@@H](O)[C@H](O)[C@H]1O
  -0.85	i
(56) CC(=O)C1=C(O)C(=O)OC1c1ccc(C)cc1 (stereo not given)
  0.42	i
(57) O=C(CSC1=NS(=O)(=O)c2ccccc2N1)Nc1ccccc1F
  -1.24	i
(58) C=CCN1C(=O)/C(=C2/Sc3ccc(OC)cc3N2C)SC1=Nc1ccc(OC)cc1
  0.3	i
(59) O=C(c1cc(-c2cccc(O)c2)on1)N1CCOCC1
  -1.79	i
(60) Cc1ccc(C(=O)Nc2cccc(NC(=O)c3ccc(C)o3)n2)o1
  0.02	i
(61) O=C1c2cccnc2C(=O)N1Cc1ccc(F)cc1S(=O)(=O)NCc1ccco1
  -1.34	i
(62) COc1cccc(CN(CC2CCCO2)S(=O)(=O)c2ccc(S(=O)(=O)NCC3CCCO3)cc2)c1OC (stereo not given)
  -0.69	i
(63) CCCCCCC1NC(C(=O)O)CS1 (stereo not given)
  2.34	i
(64) COc1ccc(Cn2nnnc2CN2CCC(O)(c3ccc(F)cc3)CC2)cc1
  -0.06	i
(65) CCOc1ccc(NC(=O)N2CCC(n3c(=O)[nH]c4ccccc43)CC2)cc1
  0.39	i
(66) O=C(Cc1cccc(C(F)(F)F)c1)Nc1cccc(S(=O)(=O)N2CCCC2)c1
  1.98	i
(67) N#Cc1c(N2CCOCC2)nc(N)c2c(N)nc3c(c12)CC(CCl)O3 (stereo not given)
  -0.16	i
(68) Cc1cc(Cl)ccc1OCC(=O)N1CCN(c2ncccn2)CC1
  -0.22	i
(69) CN(CCC#N)C(=O)COC(=O)/C=C/c1cccs1
  1.09	i
(70) CC(CC1CC(C)(C)OC1=O)C(=O)Nc1ccc([N+](=O)[O-])cc1 (stereo not given)
  0.88	i
(71) Cn1c(Cc2cccc3ccccc23)nnc1SCC(=O)N1CCN(c2ccccc2)CC1
  1.16	i
(72) Cc1[nH]c2ccc(Cl)cc2c(=O)c1CN1CCCC1
  2.3	i
(73) COc1ccc(C(=O)NC(Cc2ccc(OC(=O)c3ccc(OC)cc3)cc2)C(=O)O)cc1 (stereo not given)
  -1.03	-5.4*
(74) Cc1ccc(C(C(=O)NCc2ccccc2)N(C(=O)c2ccccn2)c2ccccc2)o1 (stereo not given)
  -0.2	i
(75) Clc1ccc(-c2ccc(SCc3ccccn3)nn2)cc1
  0.02	i
(76) Cc1cc(-c2ccc(N=Nc3c(S(=O)(=O)O)cc4cc(S(=O)(=O)O)cc(N)c4c3O)c(C)c2)ccc1N=Nc1c(S(=O)(=O)O)cc2cc(S(=O)(=O)O)cc(N)c2c1O
  x	i
(77) CCOC(=O)C(NCCc1ccccc1)(NC(C)=O)C(F)(F)F (stereo not given)
  1.9	i
(78) Cc1ccc(-c2csc3nc(CSc4nnc(-c5ccc(Cl)cc5)n4C)[nH]c(=O)c23)cc1
  1.04	i
(79) COC(CNC(=O)C1CCCN(S(=O)(=O)c2c(C)noc2/C=C/c2cccs2)C1)OC (stereo not given)
  -2.86	i
(80) CCc1nc(SCC(=O)c2ccccc2)c2ccccc2n1
  -0.8	i

Following part
Order of values: Kir21 inh	CHT block
(81) CC1CN(Cc2nc3c(c(=O)[nH]c(=O)n3C)n2CCN2CCOCC2)CC(C)O1 (stereo not given)
  1.04	i
(82) O=C(OCc1nnn(Cc2ccccc2)c1-c1c(COC(=O)c2ccccc2)nnn1Cc1ccccc1)c1ccccc1
  x	i
(83) O=S(=O)(NC1CCCc2ccccc21)c1cnc[nH]1 (stereo not given)
  0.2	i
(84) COc1ccc(/C=C2/N=C3CCCCCN3C2=O)cc1OC
  2.59	i
(85) CCc1c(C(=O)NC2CCCC2)csc1C
  0.15	i
(86) O=C(Nc1ccccc1)Nc1ccc(Cl)nc1Cl
  -1.43	i
(87) CC(C)(C)c1ccc(C(=O)Nc2nnc(SCC(=O)NCC3CCCO3)s2)cc1 (stereo not given)
  0.21	i
(88) CC(Sc1nnnn1-c1ccc(O)cc1)c1nc2ccccc2c(=O)[nH]1 (stereo not given)
  -1.15	i
(89) O=C(N/N=C\CCc1ccccc1)c1ccco1
  -0.19	i
(90) O=C(N/N=C/c1cccc(O)c1)c1cc(-c2ccc3c(c2)OCO3)n[nH]1
  1.77	i
(91) COc1ccc(N(C(=O)CNC(=O)c2ccco2)C(C(=O)NCC2CCCO2)c2ccc(OC)c(OC)c2)cc1 (stereo not given)
  -0.11	i
(92) c1ccc(N2CCN(C3CC4CCC3C4)CC2)cc1 (stereo not given)
  1.43	i
(93) Cc1csc(CN(C)C(=O)C2CCC(=O)N(CCCc3ccccc3)C2)n1 (stereo not given)
  0.71	i
(94) Cn1c(N)c(C(=O)COC(=O)C2(c3cccc(F)c3)CCCC2)c(=O)n(C)c1=O
  1.89	i
(95) Cc1ccc(N(C(C)C(=O)N2CCC(C)CC2)S(C)(=O)=O)cc1C (stereo not given)
  0.95	i
(96) COC(=O)c1[nH]c2c(c1C)C(=O)CC(c1cccs1)C2 (stereo not given)
  0.89	i
(97) O=C(O)c1ccc2c(=O)n3c(nc2c1)/C(=C/c1cccc(Cl)c1Cl)CC3
  -0.19	i
(98) Cc1ccc(C(=O)c2c3ccccc3[n+]([O-])n2[C@@H](C)C(N)=O)cc1
  0.09	i
(99) COC(=O)CN1C(=O)[C@H]2[C@@H](c3ccc(C)o3)N3C(=O)CN(Cc4ccccn4)C(=O)[C@@]3(C)[C@H]2C1=O
  0.69	i
(100) CCOc1cc(-c2noc(-c3cccnc3)n2)ccc1OC
  0.3	i

Full records, quoted from the list. Order of values: Kir21 inh, CHT block
Shown for COC(=O)CN1C(=O)[C@H]2[C@@H](c3ccc(C)o3)N3C(=O)CN(Cc4ccccn4)C(=O)[C@@]3(C)[C@H]2C1=O → 0.69, i
Shown for Cn1c(N)c(C(=O)COC(=O)C2(c3cccc(F)c3)CCCC2)c(=O)n(C)c1=O → 1.89, i
Shown for Cc1ccc(C(=O)c2c3ccccc3[n+]([O-])n2[C@@H](C)C(N)=O)cc1 → 0.09, i
Shown for COc1ccc(N(C(=O)CNC(=O)c2ccco2)C(C(=O)NCC2CCCO2)c2ccc(OC)c(OC)c2)cc1 (stereo not given) → -0.11, i
Shown for O=S(=O)(NC1CCCc2ccccc21)c1cnc[nH]1 (stereo not given) → 0.2, i

(listing goes on)
Order of values: Kir21 inh	CHT block
(101) Cc1cc(NC(=O)COC(=O)CNS(=O)(=O)c2ccc(C)c(C)c2)no1
  0.61	i
(102) CCCN(CCC)CCCNC(=O)CS(=O)Cc1nc(-c2ccc(OC)c(OC)c2)oc1C (stereo not given)
  0.36	i
(103) O=C(Nc1cccc(S(=O)(=O)N2CCCCCC2)c1)C1CCN(C(=O)c2ccc(Cl)cc2)CC1
  1.1	i
(104) O=C(CN(C(=O)CNC(=O)c1ccco1)c1ccc2c(c1)OCCO2)NC1CCCCC1
  1.06	i
(105) Cc1ccc2nc(NCCO)nc(-c3ccccc3)c2c1
  -1.06	i

Along the list, quoted from above.
CHT block for nos. 101–105: i, i, i, i, i

Compound activity deposited in PubChem by Johns Hopkins Ion Channel Center.
